From PubChem BioAssay
ERK EGF inh – inhibitors of EGF-stimulated ERK signaling pathway; HEK293-V1b, EGF-stimulated phospho-ERK AlphaScreen; Potency, µM (top dose mostly 11.5 µM), for the others: top-dose activity change, negative = inhibition, usual class: inhibitors; hit rate 0.41% among 130,000; AID 1454; active = well fitted inhibition curve with a large enough effect; inconclusive = small, poorly fitted or top-dose-only effect, or effect the other way;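 also: plate controls were stimulated vehicle wells for no effect and unstimulated vehicle basal for full effect; nearly all actives have a fitted effect of over 55% in size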
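Phospho-ERK1/2 measured by AlphaScreen (SureFire) after 5 min 25 nM EGF stimulation of V1b-expressing HEK293 cells preincubated 30 min at 37C with titrated compounds; data scaled to DMSO and EGF controls, Hill-fitted AC50.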
Active calls of the source: *; ? = inconclusive; & = joins results of further samples; [ ] = another dose, or the depositor's remark. Potency is read from the fitted curve at half-maximal effect. Not all compounds are listed; the hit share may differ from the screen's.

SMILES	ERK EGF inh
CNC(=O)CO/N=C/c1ccc(N(C)C)cc1	-4%
O=C(N/N=C/c1ccc[nH]1)c1ccncc1	-8%
COc1ccc(C(=O)NNC(=O)CSc2nc3c(c(=O)n(C)c(=O)n3C)n2C)cc1	-5%
O=C(N/N=C/c1cccs1)c1c[nH]c2ccccc12	-3%
COc1ccc(Cl)cc1NC(=O)Cn1c(NCCO)nc2ccccc21	-7%
O=C(NNC(=S)Nc1ccc(Cl)c(Cl)c1)c1ccccn1	6%
Oc1cc2c(cc1O)[C@@H](c1ccccc1)CNCC2	?
O=C(O)c1cn(-c2ccccc2)nc1C(=O)O	7%
CC(C)NC(=O)NC(=O)COC(=O)c1ccc(S(=O)(=O)Nc2ccccc2)cc1	-6%
Cc1ccc(C(=O)N2CCSC2=S)cc1	7%
CC(C)Cn1c(N)c(C(=O)COC(=O)CN2C(=O)C3CC=CCC3C2=O)c(=O)n(C)c1=O (stereo not drawn)	-6%
COc1ccc(CN2CCN(C(=O)C3CCC(CNS(=O)(=O)c4ccccc4)CC3)CC2)c(OC)c1OC (stereo not drawn)	6%
O=C(NS(=O)(=O)Oc1cccc(Cl)c1Cl)OC[C@@H]1CCCN2CCCCC12 (stereo partly drawn)	12%
COc1ccc(N2CCN(c3nc4c(c(=O)[nH]c(=O)n4C)n3Cc3cccc(C)c3)CC2)cc1	2%
Cc1ccc(S(=O)(=O)N2CCCCCC2)cc1[N+](=O)[O-]	-10%
Nc1ccn([C@@H]2O[C@H](CO)[C@@H](O)C2O)c(=O)n1 (stereo partly drawn)	-5%[57.5 µM]
c1ccc2c(c1)CN1CCCC1=N2	31%&17%
O=C(Nc1ccc(N2CCCC2)c(Cl)c1)c1ccc([N+](=O)[O-])cc1	-3%
CCc1ccc(NC(=O)CSCCN2C(=O)c3ccccc3C2=O)cc1	-12%
O=C(N/N=C\CCc1ccccc1)c1ccco1	-1%
COCc1cc(C)nc(SCC[N+](C)(C)CC(=O)Nc2cccc(C)c2)c1C#N	-2%
CCn1ncc([N+](=O)[O-])c1C(=O)NC1CCCCC1	-10%
Cc1c(OC(C(=O)O)c2ccccc2)ccc2c(-c3ccccc3)cc(=O)oc12 (stereo not drawn)	19%[57.5 µM]
CCC1CO/C(=C(\C(Cl)=C(Cl)Cl)[N+](=O)[O-])N1 (stereo not drawn)	-1%
CCOC(=O)c1cccc(C(=O)Nc2nc3ccc(OC)cc3s2)n1	-5%
Next part
SMILES	ERK EGF inh
CC1(OC(=O)C2CCCC2)C(=O)C=C2C=C(c3ccsc3)N(C3CC3)C=C2C1=O (stereo not drawn)	-8%[57.5 µM]
CCc1cccc(CC)c1NC(=O)COC(=O)C1(c2ccc(Cl)cc2)CCCC1	11%
CC(O)CNc1nc2sc3c(c2c(=O)n1Cc1ccco1)CCCCC3 (stereo not drawn)	15%[57.5 µM]
COc1cc(/C=N/Nc2nc3c(c(=O)n(C)c(=O)n3C)n2Cc2ccccc2)ccc1OC(=O)c1ccco1	-16%
Cc1ccc(O)c(N=Nc2ccccc2)n1	13%&-9%
O=C(c1cnc2ccccc2n1)N1CCN(c2ccc(C(F)(F)F)cn2)CC1	-1%[57.5 µM]
CCOc1ccc(CN2CCN(Cc3ccon3)CC2CCO)cc1 (stereo not drawn)	-4%
Cc1cc(/C(N)=N/OC(=O)c2ccccc2Cl)no1	-3%[57.5 µM]
Cn1c(O)c(N=NC(=O)c2ccccc2O)c2ccccc21	-7%
Cc1ccc(CCNC(=O)CCSCc2ccc(Cl)cc2)cc1	10%
Cc1cccc2sc(N(CCCN(C)C)C(=O)c3ccc(Cl)s3)nc12	-6%
O=[N+]([O-])c1ccc(Oc2ccc(/C=N/O)cc2)nc1	-6%
CCC1CCCCN1C(=S)NC(=O)c1cc(S(=O)(=O)N2CCOCC2)ccc1C (stereo not drawn)	-26%[57.5 µM]
COc1ccc(C/C(N)=N/OC(=O)c2ccc(Cl)cc2)cc1	0%
CC(=O)Nc1cc(NC(C)=O)ncn1	-4%[57.5 µM]
O=S(=O)(c1cccc(C(F)(F)F)c1)N1CCN(C(=S)NC2CC2)CC1	2%
CCOc1ccc(NC(=O)c2nsc(Cl)c2Cl)cc1	3%
CCCNC(=O)Cn1c(=O)n(C)c2ccccc21	-19%[57.5 µM]
Cc1ccc2nc3cc([N+](=O)[O-])cc([N+](=O)[O-])c3cc2c1	-7%
Cc1cc(C)nc(N2CCC(C(=O)NNC(=O)c3ccc(Cl)cc3)CC2)n1	-9%[57.5 µM]
COC(=O)c1c(C)noc1-c1snnc1C	1%[57.5 µM]
O=C(Nc1cccc2ccccc12)N1CCCN(c2c(Cl)cncc2Cl)CC1	-5%[57.5 µM]
COc1c(Br)cc([N+](=O)[O-])c(OC)c1C(=O)NC(=O)Nc1cc(Cl)cc(Cl)c1	-29%[57.5 µM]
CC1CC(C)CN(c2cc3c(cc2[N+](=O)[O-])C(=O)N(c2ccccc2)C3=O)C1 (stereo not drawn)	6%
CCOC(=O)C1(Cc2ccccc2)CCN(Cc2cn(CC(=O)OC)c3ccccc23)CC1	-15%
(more compounds)
SMILES	ERK EGF inh
CC(=O)c1ccc(NS(=O)(=O)c2c(C)cc(C)cc2C)cc1	-9%
COc1ccc(NC(=O)/C(C#N)=C/c2ccc(OCc3ccccc3F)cc2)cc1	-9%
Cc1ccc(N(CC(=O)NCCc2ccc(F)cc2)S(=O)(=O)c2ccc(Cl)c([N+](=O)[O-])c2)c(C)c1	-11%
CSC1=NC(=O)/C(=C\c2cccc3ccccc23)S1	9%
N/C(=N\OC(=O)Cc1ccccc1[N+](=O)[O-])c1cccc(Br)c1	-3%
CC(=O)C1=C(C)OC(N)=C(C#N)C1c1cccc2ccccc12 (stereo not drawn)	-2%[57.5 µM]
COc1ccc(CCNC(=O)C2CC3Cn4c(nc5ccccc54)C3N2C)cc1 (stereo not drawn)	-1%[57.5 µM]
O=C(N/N=C\c1ccc[nH]1)C1COc2ccccc2O1 (stereo not drawn)	-3%[57.5 µM]
Cc1cccc(CSc2nc3[nH]ncc3c(=O)[nH]2)c1	5%
Cc1sc2nc(CN3CCOCC3)nc(Cl)c2c1C	-3%
CC(=C(CCOP(=O)(O)O)SC(=O)c1ccccc1)N(C=O)Cc1cnc(C)nc1N	-13%
COc1ccc(-c2cc(CNS(=O)(=O)c3ccc(F)cc3)on2)cc1	-7%
COCCn1c(=O)c(C)nc2cnc(OCc3ccccc3)nc21	11%
COc1ccc(C(=O)/C=C/C(=O)N(Cc2ccc(F)cc2)C(C(=O)NC2CCCCC2)c2ccncc2)c(O)c1 (stereo not drawn)	-1%
Cc1c(C(=O)Nc2nc3ccccc3[nH]2)cccc1[N+](=O)[O-]	-7%
CCCCCc1nnc(NS(C)(=O)=O)s1	-4%
COc1cccc(/C=C(/C#N)c2ccc(Cl)cc2)c1OCc1cccc(C(=O)O)c1	6%
CCn1cc(C(=O)NCc2ccccc2Cl)cn1	7%
COc1ccc(OC(C)C(=O)N2CCCc3ccccc32)cc1 (stereo not drawn)	-3%
CC(OC(=O)c1ccc(Cl)c(S(=O)(=O)Nc2ccc(F)cc2)c1)C(=O)NC(N)=O (stereo not drawn)	2%[57.5 µM]
O=C(c1cc(F)ccc1F)C1CCCN(C(=O)c2cccs2)C1 (stereo not drawn)	3%
CC(OC(=O)COc1ccccc1[N+](=O)[O-])C(=O)Nc1ccc(N2CCOCC2)cc1 (stereo not drawn)	4%
CCN(C(=O)c1ccc(Cl)cc1[N+](=O)[O-])c1ccccc1C	-2%
COc1cccc(NC(=O)N2CCN(c3nnnn3-c3ccccc3)CC2)c1	4%
COc1cc(CCCN2C(=O)C(=O)NC[C@@H]2CCCCN)cc(OC)c1OC	-8%[57.5 µM]

Arranged by SMILES length (ascending): 16 of the compounds above
SMILES	ERK EGF inh
CCCCCc1nnc(NS(C)(=O)=O)s1	-4%
CCn1cc(C(=O)NCc2ccccc2Cl)cn1	7%
Cc1sc2nc(CN3CCOCC3)nc(Cl)c2c1C	-3%
CSC1=NC(=O)/C(=C\c2cccc3ccccc23)S1	9%
O=C(c1cc(F)ccc1F)C1CCCN(C(=O)c2cccs2)C1 (stereo not drawn)	3%
CC(=O)c1ccc(NS(=O)(=O)c2c(C)cc(C)cc2C)cc1	-9%
CCN(C(=O)c1ccc(Cl)cc1[N+](=O)[O-])c1ccccc1C	-2%
COc1cccc(NC(=O)N2CCN(c3nnnn3-c3ccccc3)CC2)c1	4%
COc1ccc(CCNC(=O)C2CC3Cn4c(nc5ccccc54)C3N2C)cc1 (stereo not drawn)	-1%[57.5 µM]
N/C(=N\OC(=O)Cc1ccccc1[N+](=O)[O-])c1cccc(Br)c1	-3%
COc1ccc(NC(=O)/C(C#N)=C/c2ccc(OCc3ccccc3F)cc2)cc1	-9%
COc1cccc(/C=C(/C#N)c2ccc(Cl)cc2)c1OCc1cccc(C(=O)O)c1	6%
CC(=C(CCOP(=O)(O)O)SC(=O)c1ccccc1)N(C=O)Cc1cnc(C)nc1N	-13%
CC(OC(=O)COc1ccccc1[N+](=O)[O-])C(=O)Nc1ccc(N2CCOCC2)cc1 (stereo not drawn)	4%
CC(OC(=O)c1ccc(Cl)c(S(=O)(=O)Nc2ccc(F)cc2)c1)C(=O)NC(N)=O (stereo not drawn)	2%[57.5 µM]
COc1ccc(C(=O)/C=C/C(=O)N(Cc2ccc(F)cc2)C(C(=O)NC2CCCCC2)c2ccncc2)c(O)c1 (stereo not drawn)	-1%

The results go on.
SMILES	ERK EGF inh
Cc1ccc(CSc2nc3ccccc3c(=O)n2Cc2ccco2)cc1	-2%
CN(C)C(CNC(=S)Nc1ccccc1)c1cccnc1 (stereo not drawn)	-2%
c1ccc(CNc2c3c(nc4ncnn24)CCC3)cc1	2%[57.5 µM]
CC(C)CNC(=O)CO/N=C/c1ccccc1Cl	-9%
C=CCSc1nc(=O)n2ccc(C)cc2n1	1%
Cc1ccc(OCCOc2ccc(Br)cc2)c([N+](=O)[O-])n1	4%
CC(C)(C)NC(=O)C(c1ccccc1)N(Cc1cccs1)C(=O)c1csnn1 (stereo not drawn)	-3%
CCCn1nnnc1NCc1c(Cl)cccc1Cl	-1%
CC[C@]1(C)CC(=O)NC1=O	1%[25.7 µM]
Cc1ccc2nc(CSc3nnc(Nc4ccccc4F)s3)cc(=O)n2c1	-2%
CSc1nnc(C(C)(C)C)c(=O)n1/N=C/c1ccccc1	-2%[57.5 µM]
O=c1oc2ccccc2c(Nc2ccccc2)c1CN1CCCCC1	?
COC(=O)C1=C(C)NC(=S)N(C(C)=O)C1c1ccc(OC)c(OC)c1 (stereo not drawn)	17%
COc1ccc(CNC(=O)c2cccc(S(=O)(=O)N3CCN(C)CC3)c2)cc1	0%
C=CCSc1nc2sc(C)c(C)c2c(=O)n1CC=C	0%
CN(NC(=O)C1CC(=O)N(c2ccccc2)C1)C1=NS(=O)(=O)c2ccccc21 (stereo not drawn)	-3%
COCCCNC(=O)CN1C(=O)/C(=C\c2ccc(C)cc2)Sc2ccccc21	0%
COc1ccc2nc(SCC(=O)NCC(F)(F)F)[nH]c2c1	-9%
COCCNC(=O)/C(C#N)=C/c1ccc(OCc2ccc(F)cc2)cc1	1%
CCCCCOc1ccc(NC(=O)CSc2cccc3cccnc23)cc1	0%
Cc1noc(NS(=O)(=O)c2ccc(N/C=C\C(=O)c3cccs3)cc2)c1C	2%
CNc1nc(N)c([N+](=O)[O-])c(Nc2cccc(F)c2)n1	9%[57.5 µM]
Cc1ccc2c(CC(=O)NC3CCCc4ccccc43)coc2c1 (stereo not drawn)	-8%
CCOc1ccc(N2C(=O)CC(N(CCc3ccc(OC)cc3)C(=O)/C=C/C(=O)O)C2=O)cc1 (stereo not drawn)	-10%
c1ccc(Nc2ccccc2Nc2ccccn2)nc1	9%
The list continues:
SMILES	ERK EGF inh
C/C(=N\NC(=S)NC1CCCCC1)c1ccc(O)cc1	3%
CC(Oc1cccc(Cl)c1)C(=O)Nc1ccc([N+](=O)[O-])cn1 (stereo not drawn)	11%
CCC(C(=O)NC1CCCC1)N(Cc1cccs1)C(=O)Cn1nnc(-c2ccc(OC)c(OC)c2)n1 (stereo not drawn)	1%
CC(C)N(C(=O)COC(=O)[C@@H]1CC(O)CN1S(=O)(=O)c1ccc(C(C)(C)C)cc1)C(C)C (stereo partly drawn)	9%
CC(=O)OC[C@H]1O[C@H](CCO/N=C(\C)CCN2CCCc3nc(C)c(C)cc32)C=C[C@@H]1OC(C)=O	-4%
O=C(CSc1nc2ccccc2[nH]1)Nc1ccc2c(c1)CCC2	-2%
O=C(c1ccc([N+](=O)[O-])cc1)N1CCSC1c1ccccc1Cl (stereo not drawn)	-7%[57.5 µM]
Cc1cccc(N2C(=O)c3ccc(C(=O)Nc4c[nH]c(=O)[nH]c4=O)cc3C2=O)c1	-24%[57.5 µM]
Nc1cc(OCC(F)(F)F)cc(OCC(F)(F)F)c1	3%
Cn1cc(SCC(=O)NCc2ccc(F)cc2)c2ccccc21	-3%
CC(=O)Cc1cc(=O)c2c(C)cc(O)c(C3OC(CO)C(O)C(O)C3O)c2o1 (stereo not drawn)	5%[57.5 µM]
C/C(=N\NC(=O)c1ccc(N2CCCC2=O)cc1)c1ccncc1	-3%[57.5 µM]
N#C/C(=C\c1ccc([N+](=O)[O-])cc1)c1nc(C2CC2)cs1	6%
CN/C(=C\[N+](=O)[O-])NCCSCc1csc(CN(C)C)n1	1%[25.7 µM]
NC(=O)c1ccc(C(=O)c2ccc([N+](=O)[O-])cc2)cc1	-9%
CC(=O)Nc1ccc(NS(=O)(=O)c2ccc(Cl)s2)cc1	-6%
O=C(CCCn1c(=O)oc2ccccc21)NC1CCCCCC1	0%[57.5 µM]
Cc1cc(C)nc(SCc2cc(=O)c(OC(=O)c3ccc(Cl)c([N+](=O)[O-])c3)co2)n1	18%
Cc1cccc(S(=O)(=O)Nc2nc3ccccc3nc2NCC2CCCO2)c1 (stereo not drawn)	-10%[57.5 µM]
C=CCNC(=S)NNC(=O)c1cc(O)ccc1O	-11%
COc1ccc2c(c1)c(CC(=O)OCC(=O)O)c(C)n2C(=O)c1ccc(Cl)cc1	-5%
CC1CCN(CCOCCOc2ccccc2-c2ccccc2)CC1	-4%
